HePTP inhibitor = inhibitors of human HePTP phosphatase, primary screen, biochemical, absorbance, leukemia target; Tyrosine-protein phosphatase non-receptor type 7 (Homo sapiens), P35236; recombinant HePTP phosphatase activity, OD absorbance; inhibition, % at 20 µM; 110,000 tested, 0.64% active; in the data active = inhibition above about 50%;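 also: plate controls were vehicle for no effect and reference inhibitor for full effect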
BAP1 block = inhibitors of BAP1 deubiquitinase, primary screen, biochemical, Ub-AMC fluorescence, kinetic; recombinant BAP1, Ub-AMC hydrolysis fluorescence kinetic; hits give low values; Ubiquitin carboxyl-terminal hydrolase BAP1 (Homo sapiens), Q92560; activity remaining (% of control), % at 20 µM; 72,000 tested, 0.48% active;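 active = activity remaining at or below 50% of control, provided the compound also passes the data quality filters; inactive = the rest, including low values that fail the filters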;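 also: 100% = DMSO wells rate and 0% = substrate alone blank rate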
Target sequence (Q92560 whole entry, looked up): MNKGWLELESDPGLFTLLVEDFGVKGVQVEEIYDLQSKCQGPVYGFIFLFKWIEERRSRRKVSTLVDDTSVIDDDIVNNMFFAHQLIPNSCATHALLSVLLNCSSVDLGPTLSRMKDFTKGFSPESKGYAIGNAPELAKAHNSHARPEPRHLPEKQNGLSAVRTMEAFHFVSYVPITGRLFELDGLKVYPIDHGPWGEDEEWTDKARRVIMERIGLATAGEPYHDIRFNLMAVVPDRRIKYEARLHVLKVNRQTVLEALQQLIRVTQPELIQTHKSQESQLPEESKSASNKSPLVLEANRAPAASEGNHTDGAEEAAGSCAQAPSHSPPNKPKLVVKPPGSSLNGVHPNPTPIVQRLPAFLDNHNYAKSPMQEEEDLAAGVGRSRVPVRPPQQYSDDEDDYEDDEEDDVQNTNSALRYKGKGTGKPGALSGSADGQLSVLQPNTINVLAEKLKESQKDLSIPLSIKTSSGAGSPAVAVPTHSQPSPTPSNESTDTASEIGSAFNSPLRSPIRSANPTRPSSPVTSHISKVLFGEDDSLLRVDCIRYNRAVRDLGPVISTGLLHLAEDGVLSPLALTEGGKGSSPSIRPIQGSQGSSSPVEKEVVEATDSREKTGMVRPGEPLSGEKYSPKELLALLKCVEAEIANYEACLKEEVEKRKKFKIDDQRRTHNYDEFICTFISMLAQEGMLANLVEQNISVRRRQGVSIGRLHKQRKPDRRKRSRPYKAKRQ
* = called active by the depositor; / = no result given; & = joins results of further samples. An unsorted share of the library; any-hit rate near 0.83%.

The line under a structure holds: HePTP inhibitor, BAP1 block
COc1ccc(C2C(C(=O)NCCN3CCOCC3)c3ccccc3C(=O)N2C)cc1OC (centres undefined)
→ 4, /
CCNc1nc(NC#N)nc(SCC(=O)OCC)n1
→ 5, 104
CCCCn1c(SCn2nnc3ccccc3c2=O)nc2cc(C(=O)OC)ccc2c1=O
→ 9, 161
Cc1nc(-c2cccc(N)c2)cs1
→ 9, 99
COc1cccc(C(=O)N2CCN(Cc3ccccn3)CC2)c1
→ 4, /
CCOc1ccc2nc(NC(=O)COC)sc2c1
→ -4, /
CC1=C(C(=O)N2CCCCC2)C2(CCC(C)CC2)OC1=O (centres undefined)
→ 16, 99
COc1ccc(-c2c(C#N)c(SCC(=O)c3ccc(Cl)cc3)nc(C)c2C(=O)Nc2ccc(Cl)cc2)cc1
→ 1, /
CC(=O)NCCn1ccc2ccccc21
→ 10, 107
CCC(C(=O)NCCc1ccc(OC)c(OC)c1)c1ccccc1 (centres undefined)
→ 3, /
CCn1c(SCc2nnc(-c3ccccc3)o2)nnc1-c1ccc(S(=O)(=O)N2CCCC2)cc1
→ 6, 78
CCc1ccccc1NC(=O)COc1ccc(Br)cc1
→ -3, /
NC(=O)c1ccsc1NC(=O)C1CC1
→ 4, 94
O=C(c1ccccc1)N1CCN(c2cc(N3CCCCC3)c(F)cc2[N+](=O)[O-])CC1
→ -12, /
O=C1CC(N2CCCc3ccccc32)C(=O)N1c1ccccc1 (centres undefined)
→ 13, 98
O=C(c1ccc(S(=O)(=O)N2CCOCC2)cc1)N(c1ccc(F)cc1)C1C=CS(=O)(=O)C1 (centres undefined)
→ 4, 105
O=C(c1cnccn1)N1CCN(C/C=C/c2ccccc2)CC1
→ -4, /
Cc1cc(C)cc(N2C(=O)NC(=O)/C(=C\c3sccc3C)C2=O)c1
→ 2, /
CC(=O)c1coc2ccc(OCC(=O)O)cc12
→ 9, 101
Fc1ccccc1-c1nc(N2CCCCC2)c2ccccc2n1
→ 1, /
Cc1ccc(C)c(NC(=O)c2cccc(F)c2)c1
→ -7, /
CCOC(=O)N1CCN(C(=O)CCn2nc(-c3ccccc3)ccc2=O)CC1
→ 8, 89
CCOC(=O)CCn1c2nc(C)cc(C)c2c(=O)n1-c1ccccc1
→ 0, 64
CCOC(=O)C(C)Oc1ccc(C2NC(=O)NC(C)=C2C(C)=O)cc1Br (centres undefined)
→ 5, /
Cc1nc(N2C(=O)C(=O)/C(=C(/O)c3ccccc3)C2c2ccco2)sc1C (centres undefined)
→ 8, 75
O=[N+]([O-])c1cc(Cl)ccc1NCCNS(=O)(=O)c1ccc(Cl)cc1
→ -1, /
COC(=O)c1cnn2c(C(F)(F)F)cc(-c3ccc4c(c3)OCO4)nc12
→ 10, /
COc1ccc2oc(=O)c(C(=O)N3CCN(C)CC3)cc2c1
→ 12, /
COCCN1C(=O)c2cccc3cccc(c23)C1=O
→ -3, /
CCc1ccccc1NC(=O)CN(c1cc(OC)ccc1OC)S(C)(=O)=O
→ 6, /

The line under a structure holds: HePTP inhibitor, BAP1 block
CCOC(=O)COc1ccc(/C=C2\C(=O)NC(=O)N(c3ccc(Cl)cc3)C2=O)cc1OCC
→ 2, /
Cn1c(SCCOc2ccc(Cl)cc2)nnc1-c1ccncc1
→ 7, 113
CCCc1cc(C(=O)Nc2sc3c(c2C#N)CCC3)no1
→ 11, 99
COc1ccc(CCNC(=O)c2cnc3scc(C)n3c2=O)cc1OC
→ 5, 55
O=C(c1cc(=O)c2ccccc2o1)N1CCCc2ccccc21
→ 4, 111
Cc1nc2cc(-c3ccccc3)[nH]n2c(=O)c1Cl
→ -4, /
CCN(Cc1ccccc1)C(=O)c1cccc([N+](=O)[O-])c1
→ -21, /
Cc1ccc(-c2ccc(S(=O)(=O)N3CCN(C)CC3)cc2)cc1
→ 5, 102
CC(NC(=O)c1ccccc1Cl)C(=O)O (centres undefined)
→ -1&3, 96
O=C(c1ccccc1Cl)N1CCC(c2nc3c(nnn3Cc3ccco3)c(=O)[nH]2)CC1
→ -13, 81
CCCN1CCN(C(=O)Cn2c(=O)oc3cc(S(=O)(=O)NCc4ccccc4)ccc32)CC1
→ 10, 98
Cc1ccc(N(Cc2c(O)ccc3ccccc23)C(=O)c2ccco2)cc1
→ 5, /
Nc1ccc(C(=O)/C=C/c2ccc(F)cc2)cc1
→ -2, /
Cc1ccc2nc(-c3cc(N=C/C=C/c4ccc(Cl)cc4)ccc3O)oc2c1
→ 5, /
CC(=O)c1ccc(N2C(=O)c3ccc(Oc4ccc5c(c4)C(=O)N(c4ccc(C(C)=O)cc4)C5=O)cc3C2=O)cc1
→ 6, /
CC(=O)C1=C(Nc2ccc(Br)cc2)CC(C)(O)C(C(C)=O)C1c1ccc(C)cc1 (centres undefined)
→ -6, /
O=C(c1ccccc1)c1ccc(OCC(O)CN2CCCCC2)cc1 (centres undefined)
→ 2, 100
CN(C)c1ccc(C2NCCS2)cc1 (centres undefined)
→ 8, 102
CCS(=O)(=O)c1ccc(O)c(NC(=O)c2cc(OC)c(OC)c(OC)c2)c1
→ 2&4, 90
Cc1c(NCc2ccccc2)[nH]c(=O)[nH]c1=O
→ 5, /
COC(=O)c1ccc(NC(=O)CN(C)S(=O)(=O)c2ccc(OC)c(C)c2)cc1
→ -10, 80
CCn1c(=NC(=O)CN2C(=O)CCC2=O)sc2c(OC)ccc(OC)c21
→ 0, 100
COc1ccc2cnn(Cc3ccccc3)c(=O)c2c1OC
→ -4, 58
O=C1CSC(=S)N1NS(=O)(=O)c1ccccc1
→ 4, /
COc1ccc(C(=O)Nc2ccncc2)cc1OC
→ 2, 96
Cc1cc(C)n(-c2nc3ccccc3nc2N2CCN(C(=O)c3ccccc3)CC2)n1
→ 8, 75
CNS(=O)(=O)c1cccc(C(=O)OC2CCCCC2=O)c1 (centres undefined)
→ 5, 109
O=C(Nc1ccc(Br)cc1)/C(=C/c1cccc([N+](=O)[O-])c1)NC(=O)c1cccs1
→ -3, /
COCCCn1c(SCC(=O)N(C)C)nnc1-c1ccccc1
→ 7, 105
CS(=O)(=O)c1ccc2nc(NC(=O)c3ccc([N+](=O)[O-])cc3)sc2c1
→ -7, /

The line under a structure holds: HePTP inhibitor, BAP1 block
Cc1cccc(NC(=O)Cn2cccc2)c1
→ -1, 97
Cc1cc(C)c2c(=O)[nH]c(SCC(=O)N3CCCCC3)nc2n1
→ -7, 88
COc1cc(C(=O)Nc2cccc(NC(=O)c3ccccc3Cl)c2)ccc1[N+](=O)[O-]
→ -2, /
COCCN1C(=O)C(=O)/C(=C(/O)c2ccccc2)C1c1ccccc1F (centres undefined)
→ -19, /
CCOC(=O)C1CCCN(C(=O)c2cc3c(C)nc4ccccc4c3o2)C1 (centres undefined)
→ 3, 107
COc1ccc(CCC(=O)Nc2cc(Cl)ccc2OC)cc1
→ 5, /
CCC(C(=O)NC1CCCCC1)N(CC1CCCO1)C(=O)CNS(=O)(=O)c1ccc(OC)cc1 (centres undefined)
→ 4, 101
CNC(=O)NC(=O)COC(=O)CCCOc1ccc(OC)cc1
→ 10, 105
O=c1c(O)c(-c2cc(O)c(O)c(O)c2)oc2cc(O)cc(O)c12
→ /, 79
C/C(=N\NC(=O)c1cc(C(C)(C)C)[nH]n1)c1ccc([N+](=O)[O-])cc1
→ -8, /
O=C(O)c1ccc(NC(=O)c2ccccc2)cc1
→ /, 105
COc1ccc(CCN2CNc3c(c(=O)n(C)c(=O)n3C)C2)cc1OC
→ -2, 96
CCN(CC)S(=O)(=O)c1ccc(N2CCCC2)c(C(=O)OCC(=O)/C(C#N)=C(\C)N)c1
→ -7, 114
CCN(CC)C1=C/C(=N/S(=O)(=O)c2ccccc2)c2ccccc2C1=O
→ 3, /
O=C1NC(=O)C(=Cc2ccc(O)c(Cl)c2)C(=O)N1
→ 6, /
O=C1NN(c2ccccc2)C(=O)/C1=C/c1cccn1-c1ccc([N+](=O)[O-])cc1
→ 103*, /
O=C(CCn1nnc2ccccc21)Nc1nnc(Cc2ccccc2)s1
→ 1, 116
CC(C)COc1ccc(C(=O)Nc2ccc(Cl)cc2)cc1
→ 4, /
O=C(COc1ccc([N+](=O)[O-])cc1)Nc1ccccc1O
→ -15, /
CC(=O)c1cccc(NC(=O)Nc2cccc(Cl)c2)c1
→ 6, /
COC(=O)c1cc2occc2n1Cc1c(F)cccc1Cl
→ 8, 84
COCCCNC(=O)CSc1nc2ccccc2c(=O)n1CCCC(=O)NCC1CCCO1 (centres undefined)
→ 6, 103
Cc1ccc(C)c(N2CC(=O)N(c3cc(C)ccc3C)CC2=O)c1
→ -3, 90
Cc1ccccc1-c1c(C(F)(F)F)oc2c(C)c(O)ccc2c1=O
→ /, 99
COc1ccc(N2CCN(c3cc(=O)n(Cc4ccc(F)cc4)c(=O)[nH]3)CC2)cc1
→ 1, 94
CCOC(=O)C1CCCN(c2c(N3CCN(C4CCCCC4)CC3)c(=O)c2=O)C1 (centres undefined)
→ 3, 99
O=[N+]([O-])c1cc2c(cc1C1NN=C(c3ccccc3)S1)OCO2 (centres undefined)
→ 8, /
COC(=O)c1[nH]c2c(c1C)C(=O)CC(c1cccs1)C2 (centres undefined)
→ 15, 90
CCCS(=O)(=O)N1CCC(C(=O)NCc2ccccc2Cl)CC1
→ -4, 98
O=C(Nc1ccc(Cl)cn1)c1cc(F)c(F)cc1Cl
→ 1, /

The line under a structure holds: HePTP inhibitor, BAP1 block
Cn1cccc1Cc1nnc(SCC(=O)NCC2CCCO2)n1-c1ccc(F)cc1 (centres undefined)
→ 11, 96
Cc1ccc(-c2cc(C(=O)NCC3CCCO3)c3ccccc3n2)c(C)c1 (centres undefined)
→ 1, /
O=C(c1cccc(Br)c1)N1CCN(C(=O)N2CCCCC2)CC1
→ -1, 79
CCOC(=O)C1=C(O)/C(=C/c2cccc(Oc3ccccc3)c2)SC1=Nc1ccccc1
→ -6, /
CCCOc1cccc(C(=O)Nc2ccc3c(c2)OCCO3)c1
→ -4, /
Cc1cccn2c(=O)c(C=Nc3ccccc3)c(NCc3ccco3)nc12
→ -12, 65
CC(C)COC(=O)c1cc(=O)[nH]c2ccccc12
→ -8, 86
O=C(c1ccccc1Br)N1CCCCC1CO (centres undefined)
→ 4, /
CC(=O)Nc1ccc(S(=O)(=O)N2CCSC2C(=O)O)cc1 (centres undefined)
→ -2, 102
CC1=Nn2c(nnc2-c2ccco2)SC1
→ 13, 88
COc1nc(C)ccc1-c1noc(-c2ccco2)n1
→ 5, 52
O=C(COc1ccc(-c2nnco2)cc1)N1CCN(S(=O)(=O)c2ccc3ccccc3c2)CC1
→ -5, 84
Cc1ccc(S(=O)(=O)N/N=C/c2sccc2C)cc1
→ 0, /
CCC(C(=O)Nc1ccc(Cl)c([N+](=O)[O-])c1)c1ccccc1 (centres undefined)
→ -9, /
CC(c1ccccc1F)n1cc(C(=O)NCCc2ccco2)nn1 (centres undefined)
→ 0, /
CCOC(=O)c1csc(NC(=O)CSc2nnnn2-c2ccc(OC)cc2)n1
→ -4, 78
COc1ccc(C(=O)c2ccc(N(C)C)cc2)c(OC)c1
→ -5, 67
COc1cccc(C(=O)NCCNc2ccc(C(F)(F)F)cc2[N+](=O)[O-])c1
→ 0, /
CCCS(=O)(=O)N1CCN(CC2CC3C=CC2C3)CC1 (centres undefined)
→ -5, 104
O=C(Nc1ccc(N2CCCC2)c(Cl)c1)c1ccco1
→ -12, 104
N[C@H](C(=O)O)c1cc(O)cc(O)c1
→ /, 95
COc1ccc(/C(C)=N\NC(=O)c2ccc([N+](=O)[O-])cc2)cc1OC
→ -7, /
CNC(=O)CN(c1ccc(C(C)C)cc1)S(C)(=O)=O
→ 12, 99
CCn1c(=O)c(C)nn2c3ccccc3nc12
→ -2, 80
CSc1ncccc1C(=O)OCC(=O)c1cc2ccccc2o1
→ 2, /
COc1nccnc1NS(=O)(=O)c1ccc(NC(=O)c2ccc(Br)cc2)cc1
→ 11, /
C=CCN1C(=Nc2cccnc2)SCC1(O)c1ccc(C)cc1 (centres undefined)
→ 9, 103
COc1ccc2nc(SCC(=O)NC(C)(C)C)[nH]c2c1
→ -1, 116
Cc1nn(-c2ccccc2)c2sc(C(=O)NCCN3CCOCC3)cc12
→ 5, 104
CCSc1ccccc1C(=O)NCc1ccc2c(c1)OCO2
→ 6, 114

The line under a structure holds: HePTP inhibitor, BAP1 block
Cc1ccc2nc(NC(=O)CN(C)S(=O)(=O)c3ccc(Br)s3)sc2c1
→ 5, 64
O=C1CSC(c2ccc([N+](=O)[O-])cc2)N1c1ccccc1 (centres undefined)
→ /, 62
COc1ccccc1NC(=O)C(Cc1ccccc1)NS(=O)(=O)c1ccc(C)cc1 (centres undefined)
→ 2, /
O=C(NCCCN1CCN(c2ccccc2F)CC1)C1CCN(S(=O)(=O)c2cccs2)CC1
→ -5, 104
Cc1c(N2C(=O)S/C(=C\c3cccc([N+](=O)[O-])c3)C2=O)c(=O)n(-c2ccccc2)n1C
→ 1, /
CCC(C)(C)n1nnnc1C(c1cccc(C#N)c1)N1CCN(c2cc(C)ccc2C)CC1 (centres undefined)
→ -2, 55

Screens from PubChem BioAssay.
